PI5P4Ka inh = blocks human PI5P4K alpha kinase activity | P48426 | PI5P4Kalpha enzyme, ADP-Glo luminescence, 60 min; hits give low values | AID 652105 | 1.2% of 330,000 active | max response, %; active = max response of -50% or lower; inconclusive = between -30% and -50%; inactive = -30% or higher; also: value at the top dose of about 77 µM; % is scaled to controls: 0 for no effect and ±100 for the full control effect
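Human PI5P4Kalpha with substrate in 0.038 M HEPES pH 7.4, 0.28 mM EGTA, 0.1% CHAPS, 5% DMSO; reaction started with 5 microM ATP (final), 60 min at room temperature. ADP formed read by ADP-Glo luminescence.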
WRN inhibitor = WRN helicase (human) inhibition; 0.46% of 360,000 active; Potency, µM (highest dose often 114 µM), for inactives: at the top dose activity change, negative = inhibition, usual class: inhibitors; AID 651768; WRN helicase unwinding, fluorescent forked duplex, kinetic; Q14191; also: potency is read from the fitted curve at half-maximal effect; % is scaled to controls: 0 for no effect and ±100 for the full control effect; nearly all actives have a fitted effect of over 55% in size
Target sequence (Q14191 whole entry, looked up): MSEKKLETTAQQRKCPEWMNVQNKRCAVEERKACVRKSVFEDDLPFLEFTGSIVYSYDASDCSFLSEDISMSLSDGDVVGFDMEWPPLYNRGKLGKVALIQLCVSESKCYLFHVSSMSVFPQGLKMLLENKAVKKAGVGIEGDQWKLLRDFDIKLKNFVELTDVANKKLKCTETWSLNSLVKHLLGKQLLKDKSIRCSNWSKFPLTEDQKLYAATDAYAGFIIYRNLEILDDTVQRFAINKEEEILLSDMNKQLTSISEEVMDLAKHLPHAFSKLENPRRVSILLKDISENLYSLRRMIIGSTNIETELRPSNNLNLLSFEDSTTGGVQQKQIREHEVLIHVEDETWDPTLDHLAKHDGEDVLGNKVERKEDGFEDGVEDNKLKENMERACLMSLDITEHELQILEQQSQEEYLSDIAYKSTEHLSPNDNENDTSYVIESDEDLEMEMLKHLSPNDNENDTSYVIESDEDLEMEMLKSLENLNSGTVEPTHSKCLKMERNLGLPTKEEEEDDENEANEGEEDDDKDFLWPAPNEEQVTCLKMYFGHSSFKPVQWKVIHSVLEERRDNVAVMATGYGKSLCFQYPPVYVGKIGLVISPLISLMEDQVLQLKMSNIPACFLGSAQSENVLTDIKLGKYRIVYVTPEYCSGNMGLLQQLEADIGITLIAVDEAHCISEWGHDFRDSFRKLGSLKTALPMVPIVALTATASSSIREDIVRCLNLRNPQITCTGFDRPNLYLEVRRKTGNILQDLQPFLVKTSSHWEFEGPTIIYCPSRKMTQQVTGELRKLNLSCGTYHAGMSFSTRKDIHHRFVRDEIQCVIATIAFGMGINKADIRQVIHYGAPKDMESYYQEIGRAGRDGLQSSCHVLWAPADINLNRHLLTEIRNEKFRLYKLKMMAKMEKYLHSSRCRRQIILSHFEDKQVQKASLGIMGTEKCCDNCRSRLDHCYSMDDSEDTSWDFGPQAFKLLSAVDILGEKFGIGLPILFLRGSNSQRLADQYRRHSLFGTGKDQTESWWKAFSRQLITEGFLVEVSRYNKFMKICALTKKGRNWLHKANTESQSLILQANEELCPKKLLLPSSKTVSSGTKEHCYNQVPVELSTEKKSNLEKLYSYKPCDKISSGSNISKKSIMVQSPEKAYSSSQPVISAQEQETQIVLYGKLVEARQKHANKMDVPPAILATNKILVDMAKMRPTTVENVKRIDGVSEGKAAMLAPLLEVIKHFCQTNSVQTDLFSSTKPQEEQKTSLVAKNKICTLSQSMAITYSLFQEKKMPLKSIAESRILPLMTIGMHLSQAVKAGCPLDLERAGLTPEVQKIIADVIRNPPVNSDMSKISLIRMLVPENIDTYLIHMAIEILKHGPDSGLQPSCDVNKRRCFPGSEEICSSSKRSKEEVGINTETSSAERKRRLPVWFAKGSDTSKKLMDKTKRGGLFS
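Enzyme (20 nM final) and test compound sit together 15 min at room temperature before substrate addition. Substrate is a single-forked duplex oligonucleotide (100 nM) labelled with fluorophore and quencher, with 2 mM ATP; helicase unwinding raises red fluorescence, read kinetically.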
EPAC1 agonist = activates human EPAC1 exchange factor | O95398 | EPAC1 agonist qHTS, biochemical assay; response scale: 100% = response to 6.5 mM cAMP | Potency, µM (titrated, usually from 154 µM), inactives show at the top dose activation, most hits filed as activators | 0.073% of 360,000 active; also: potency is read from the fitted curve at half-maximal effect; nearly all actives have a fitted effect of over 60% in size
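EPAC1 100 nM, Rap1B–BODIPY-GDP 250 nM, unlabeled GDP 50 uM; compound titration; 5 min RT; kinetic read ex480/em540 at 5-min intervals ×30 min; data normalized to 6.5 mM cAMP agonist control.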
IL2 activator = activators of IL-2 | IL-2 activation reporter assay, cell-based qHTS; stimulated with anti-CD3/CD4/CD28 beads; in transgenic mouse T cells | 0.065% of 360,000 active | activation, % (series mostly up to about 46 µM); in the data active = activation above about 50%; inconclusive = mostly about 30% to 49%; also: 0% is about no effect
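First, unstimulated transgenic mouse T cells were exposed to compound for 60 min. Next, anti-CD3/anti-CD4-coated beads with anti-CD28 were added. Finally, after 18 h at 37 degrees C, EGFP and DsRed were imaged.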
EPAC2 agonist = EPAC2 (human) agonism; EPAC2 activation, biochemical qHTS; response scale: 100% = 6.5 mM cAMP response; Potency, µM (top dose mostly 154 µM), for the others: at the top dose activation, usual class: activators; AID 720711; 0.079% of 360,000 active; also: potency is read from the fitted curve at half-maximal effect; nearly all actives have a fitted effect of over 50% in size
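qHTS, titration series. 100 nM EPAC2 / 250 nM Rap1B-BODIPY-GDP / 50 uM GDP; RT; ex 480/em 540 nm, 5-min reads to 30 min. Norm. to 6.5 mM cAMP = activation.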
PLK1 PBD block = inhibitors of human PLK1 polo-box domain binding; P53350; Plk1 PBD binding of FITC phosphopeptide, fluorescence polarization; Potency, µM, for inactives: max response, negative = inhibition, usual class: inhibitors; 2.8% of 360,000 active; AID 720504; also: potency is read from the fitted curve at half-maximal effect; series mostly up to about 57 µM; % is scaled to controls: 0 for no effect and ±100 for the full control effect; nearly all actives have a fitted effect of over 65% in size
EPAC1 antagonist = EPAC1 (human) antagonism; O95398; EPAC1 GEF assay, Rap1b-BODIPY-GDP exchange fluorescence; Potency, µM (series often up to 115 µM), for inactives: top-dose activity change, negative = inhibition, usual class: inhibitors; 0.14% of 360,000 active;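 also: potency is read from the fitted curve at half-maximal effect; plate controls were vehicle for no effect and positive control for full effect; nearly all actives have a fitted effect of over 50% in size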
CCT modulator = modulators of cytosolic chaperonin (CCT/TRiC) activity | purified chaperonin ATPase assay, HTRF ADP detection, 30 min | activity change, % (concentration not given with the values), hits read low | 0.3% of 360,000 active; in the data active = activity change below about -30%; also: % is scaled to controls: 0 for no effect and ±100 for the full control effect
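We incubate TRiC, 40 or 20 nM final, with library compounds at 76 uM and 10 uM ATP for 30 min at 37 °C. ADP formed is detected with Transcreener HTRF reagents after 30 min at room temperature.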
Numbers without * were called inactive; ? = inconclusive; · = no result given; [ ] = remark or other dose. Unless noted, calls follow the shape of the dose curve; as a rule, active = well fitted curve in the direction sought with a large enough effect; inconclusive = small, poorly fitted or top-dose-only effect, or another doubt; inactive = no such curve, though single readings can be large; an effect the other way counts as inactive or inconclusive. The list is partial, so the mix of outcomes need not match the whole.

SMILES	PI5P4Ka inh	WRN inhibitor	EPAC1 agonist	IL2 activator	EPAC2 agonist	PLK1 PBD block	EPAC1 antagonist	CCT modulator
N/C(=N\OC(=O)CCC1CCCCC1)c1cccnc1	0	7%	-1%	0.2	3%	-7%	11%	-1.5
O=C(CNC(=O)c1ccccc1)c1ccccc1	-2	4%	8%	-1.3	3%	4%	0%	0.8
COc1ccc2oc(=O)c(NC(=O)C3CCCCC3)cc2c1	·	10%	6%	3.3	5%	1%	20%	0.2
COc1cccc(CC(=O)OCC(=O)NCCc2ccc(F)cc2)c1	-1	1%	10%	0.1	0%	4%	9%	0.8
COCCNC(=O)c1ccc(N2CC3CC(C2)c2cccc(=O)n2C3)c(NC(=O)c2c(F)cccc2F)c1 (centres undefined)	0	-5%	7%	7.9	6%	3%	-4%	-3.3
COc1cc(OC)cc(N2C(=O)CC(N3CCC(C(=O)N4CCCCC4)CC3)C2=O)c1 (centres undefined)	3	-16%	-2%	-1.2	17%	-13%	3%	0.8
COC(=O)Nc1nnc(-c2ccncc2)s1	·	4%	4%	-1.9	2%	27µM*	3%	-3.6
CC(=O)Oc1ccc2c(=O)c(Oc3ccccc3[N+](=O)[O-])coc2c1	?	-31%	-8%	3.9	5%	?	-5%	-0.7
CSc1nc2ccccc2n1CC(=O)Nc1cc(C(F)(F)F)ccc1N1CCOCC1	3	2%	0%	0.3	-3%	-4%	-3%	-0.4
CCCNC(=O)c1c(N)n(-c2cccc(OC)c2)c2nc3ccccc3nc12	12	-3%	15%	-3.1	3%	0%	-5%	0.8
CCOc1ccc(/C(O)=C2/C(=O)C(=O)N(c3ccccn3)C2c2ccc(C)cc2)c(C)c1 (centres undefined)	-6	-5%	-7%	0.4	1%	-12%	-1%	-2.1
CCc1ccc(NC(=S)NC2CC3CCCC(C2)N3Cc2ccccc2)cc1 (centres undefined)	-3	-3%	6%	-0.8	13%	-12%	?	-2.4
COc1cccc(N2CC(C(=O)Nc3c(C(N)=O)oc4ccccc34)CC2=O)c1 (centres undefined)	0	-3%	-1%	-2.4	-6%	3%	9%	-3.3
COc1ccc(NS(=O)(=O)c2ccc(C)c(C(=O)O)c2)cc1	·	-6%[11.6 µM]	8%	-2.2	15%	-3%	0%	-2.0
CCS(=O)(=O)N1N=C(c2cccc(NS(C)(=O)=O)c2)CC1c1cccs1 (centres undefined)	-1	-1%	10%	2.0	-1%	-4%	21%	-0.6

11 of the compounds above, with values under each structure.
Every second line gives: PI5P4Ka inh	WRN inhibitor	EPAC1 agonist	IL2 activator	EPAC2 agonist	PLK1 PBD block	EPAC1 antagonist	CCT modulator
> COCCNC(=O)c1ccc(N2CC3CC(C2)c2cccc(=O)n2C3)c(NC(=O)c2c(F)cccc2F)c1 (centres undefined)
 : 0	-5%	7%	7.9	6%	3%	-4%	-3.3
> COc1cc(OC)cc(N2C(=O)CC(N3CCC(C(=O)N4CCCCC4)CC3)C2=O)c1 (centres undefined)
 : 3	-16%	-2%	-1.2	17%	-13%	3%	0.8
> COC(=O)Nc1nnc(-c2ccncc2)s1
 : ·	4%	4%	-1.9	2%	27µM*	3%	-3.6
> CC(=O)Oc1ccc2c(=O)c(Oc3ccccc3[N+](=O)[O-])coc2c1
 : ?	-31%	-8%	3.9	5%	?	-5%	-0.7
> CSc1nc2ccccc2n1CC(=O)Nc1cc(C(F)(F)F)ccc1N1CCOCC1
 : 3	2%	0%	0.3	-3%	-4%	-3%	-0.4
> CCCNC(=O)c1c(N)n(-c2cccc(OC)c2)c2nc3ccccc3nc12
 : 12	-3%	15%	-3.1	3%	0%	-5%	0.8
> CCOc1ccc(/C(O)=C2/C(=O)C(=O)N(c3ccccn3)C2c2ccc(C)cc2)c(C)c1 (centres undefined)
 : -6	-5%	-7%	0.4	1%	-12%	-1%	-2.1
> CCc1ccc(NC(=S)NC2CC3CCCC(C2)N3Cc2ccccc2)cc1 (centres undefined)
 : -3	-3%	6%	-0.8	13%	-12%	?	-2.4
> COc1cccc(N2CC(C(=O)Nc3c(C(N)=O)oc4ccccc34)CC2=O)c1 (centres undefined)
 : 0	-3%	-1%	-2.4	-6%	3%	9%	-3.3
> COc1ccc(NS(=O)(=O)c2ccc(C)c(C(=O)O)c2)cc1
 : ·	-6%[11.6 µM]	8%	-2.2	15%	-3%	0%	-2.0
> CCS(=O)(=O)N1N=C(c2cccc(NS(C)(=O)=O)c2)CC1c1cccs1 (centres undefined)
 : -1	-1%	10%	2.0	-1%	-4%	21%	-0.6

(listing goes on)
SMILES	PI5P4Ka inh	WRN inhibitor	EPAC1 agonist	IL2 activator	EPAC2 agonist	PLK1 PBD block	EPAC1 antagonist	CCT modulator
COCCN(CCOC)C(=O)c1cc2c(=O)n3ccccc3nc2s1	·	-4%	5%	-1.7	-2%	-11%	4%	-2.3
Cc1ccccc1N1CCN(C(=O)c2ccc(Oc3ccc(C(F)(F)F)cn3)cc2)CC1	·	-6%	11%	-2.6	-7%	-5%	-10%	0.0
Cc1ccc(-c2nnn(CC(=O)N(CC(=O)NC3CCCC3)c3cccc(F)c3)n2)o1	4	-4%	3%	-0.5	7%	-4%	10%	0.8
CCN(Cc1ccccc1)C(=O)c1ccc(CNS(=O)(=O)c2ccc(C)cc2)cc1	8	-9%	1%	-0.1	3%	-1%	-2%	-1.2
C=CCC1(CC=C)CCCN1C(=O)c1cc(COc2cccc(C(F)(F)F)c2)on1	13	-36%	-5%	-4.1	-9%	6%	-15%	-0.9
O=C(Nc1nnc(SCc2cccc3ccccc23)s1)C1COc2ccccc2O1 (centres undefined)	-8	-9%	10%	0.0	20%	-27%	-3%	-1.5
O=C(CNC(=O)c1ccc(Cl)cc1)OCCCOC(=O)CNC(=O)c1ccc(Cl)cc1	-1	-5%	0%	-4.5	-12%	2%	4%	-1.1
Cn1cc(CC(=O)NCCN2CCOCC2)c2ccccc21	1	0%	10%	0.5	14%	-1%	-4%	-0.5
CC1CCN(C(=O)COC(=O)CSc2ccc(C(N)=O)cc2[N+](=O)[O-])CC1	2	-7%	-1%	-5.3	3%	-10%	-1%	-0.2
CCOC(=O)C1=CCC2C(=O)N(CC)C(=O)C12 (centres undefined)	2	-3%	-6%	0.2	-1%	-3%	-6%	-0.1
CN1C2C=C3C(C#N)=C(N)C(C#N)(C#N)[C@H](c4c(F)cccc4F)[C@H]3C1CC2 (some centres undefined)	·	-11%[57.1 µM]	1%	-1.6	5%	-18%	3%	1.6
COc1ccc(CC(=O)Nc2ccc(-c3noc(-c4ccc(Cl)cc4)n3)cc2)cc1	·	-5%	2%	0.1	-6%	-5%	1%	-4.5
C[C@H](NC(=O)c1nc[nH]c1C(=O)NCc1ccccc1)c1ccccc1	2	-7%	-4%	0.4	-6%	6%	-27%	2.2
COc1ccc(NC(=O)c2cc(-c3ccccn3)nc3ccccc23)cc1S(=O)(=O)N(C)C	3	1%	10%	-5.5	13%	-4%	6%	-3.1
COC(=O)[C@]12CCCCC=C1N(CCc1ccc(OC)c(OC)c1)C(=O)[C@H](CC(=O)NCC1CCCCC1)C2	-7	-8%	-8%	-0.4	19%	-16%	-21%	·
Cn1ccnc1SCC(=O)c1ccc(F)cc1	1	3%	19%	0.6	5%	-7%	-4%	-0.7
Cc1ccc(CC(=O)NCC(c2ccco2)N(C)C)cc1C (centres undefined)	2	-8%	1%	-0.9	0%	-7%	1%	-0.3
CSc1ccccc1C(=O)NC1CC2CCC1C2 (centres undefined)	-5	-1%	-3%	-3.2	1%	1%	1%	1.8
Nc1cccc2nc3ccccc3cc12	0	2%	-19%	-0.7	-4%	-3%	-6%	-2.1
Cc1nn(-c2ccccc2)c2nc(-c3ccccc3)cc(C(=O)N3CCOCC3)c12	15	-32%	13%	-1.5	7%	-12%	?	0.5
CC1=C/C(=C(\c2cc(C)c(O)c(Br)c2)c2ccccc2S(=O)(=O)O)C=C(Br)C1=O	-77*	?	-15%	1.1	-14%	-14%	?	-0.2
COCCCN(C(=O)CCOc1ccccc1C)c1c(N)n(Cc2ccccc2)c(=O)[nH]c1=O	-11	0%	10%	0.7	6%	-4%	-15%	-0.1
O=C1CN(Cc2nc3cc(Cl)ccc3c(=O)[nH]2)CCN1	-2	0%	2%	1.7	1%	-25%	2%	-3.2
Cc1cc(C)c2c(c1)c(C)cc1nnc(SCC(=O)NCc3ccco3)n12	·	-6%	5%	-1.5	8%	-10%	-5%	1.6
COC(=O)CNc1nc(OC)nc(N(C)C)n1	1	-3%	16%	0.6	14%	-7%	3%	1.6
CNc1nc2c(C)cccn2c(=O)c1C=NCc1ccccc1	13	-6%	6%	1.3	-13%	-4%	0%	0.2
CCCNC(=O)C(Cc1ccccc1)NS(=O)(=O)c1ccc2c(c1)CCC(=O)N2 (centres undefined)	8	3%	-5%	-2.8	3%	0%	4%	-0.3
COc1ccc(OCC(=O)O/N=C(\N)c2ccc(OC)c(OC)c2)cc1	2	-4%	4%	-1.7	19%	-2%	-2%	-0.5
Cc1c(C(=O)NCc2cccs2)oc2ccc(S(=O)(=O)N3CCOCC3)cc12	·	6%	0%	-0.4	-6%	0%	5%	-12
O=C(NCc1cccc(C(F)(F)F)c1)C1CC(c2c(Cl)cccc2Cl)=NO1 (centres undefined)	-3	-4%	-25%	-3.6	13%	-3%	-18%	2.2
CCC(=O)N1CCc2cc(Br)cc(S(=O)(=O)NCc3ccccc3OC)c21	2	-2%	-7%	0.4	-5%	3%	2%	2.3
COc1ccc(C2CC(c3cccs3)=NN2C(=O)CCC(=O)O)cc1OC (centres undefined)	6	13%	5%	0.5	3%	24µM*	0%	-1.8
CC(Oc1ccc(Cl)cc1Cl)c1nc(-c2ccccn2)no1 (centres undefined)	·	-8%	9%	-0.7	21%	-1%	0%	-0.1
O=C(CSc1nc2ccccc2c(=O)n1Cc1ccc(Cl)cc1)NCc1cccs1	0	2%	8%	-5.1	-4%	-5%	-4%	-4.5
COc1ccc2c(c1)Cc1sc(NC(=O)c3ccccc3)nc1-2	?	4%	10%	3.1	-2%	-17%	-24%	0.6
COc1ccc(NC(=O)CSc2nccn2C)cc1S(N)(=O)=O	3	-10%	10%	0.3	4%	-6%	5%	3.9
CCOC(=O)c1nn(-c2ccccc2)c(C(=O)OCC)c1N	·	0%	-4%	-0.7	3%	-1%	10%	0.3
O=C(NCc1cccc(C(F)(F)F)c1)C1CC(c2ccc(C(F)(F)F)cc2)=NO1 (centres undefined)	14	-2%	-14%	1.1	-14%	2%	-24%	-1.0
O=[N+]([O-])c1cc(Br)ccc1C[n+]1ccccc1	9	6%	-1%	1.2	3%	7%	4%	1.8

Compound activity: PubChem BioAssay, National Center for Advancing Translational Sciences (NCATS)
